Compound activity as filed in PubChem BioAssay.
M1 ag parental: nonselective activator or artifact in parental CHO-K1 cells. Fluo-8 calcium fluorescence; scaled to maximal ATP response, vehicle zero. activation, % at 3 µM. 360,000 tested, 0.48% active. AID 602248; in the data active = activation above about 15%;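 also: untransfected CHO-K1 host cells lacking M1 receptor as counterscreen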
M4 antag: blocks acetylcholine activation of human M4 receptor; inhibition, % at 3 µM; CHO-hM4 cells, ACh EC80, Fluo-8 calcium fluorescence; 360,000 tested, 0.73% active; AID 624125; P08173;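 active = inhibition above its plate's cutoff, the mean inhibition of sample wells plus 3 SD, cut at about 27% in these data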;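 also: 0% = acetylcholine EC80 with DMSO and 100% = DMSO without agonist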
Target sequence (P08173 whole entry, looked up): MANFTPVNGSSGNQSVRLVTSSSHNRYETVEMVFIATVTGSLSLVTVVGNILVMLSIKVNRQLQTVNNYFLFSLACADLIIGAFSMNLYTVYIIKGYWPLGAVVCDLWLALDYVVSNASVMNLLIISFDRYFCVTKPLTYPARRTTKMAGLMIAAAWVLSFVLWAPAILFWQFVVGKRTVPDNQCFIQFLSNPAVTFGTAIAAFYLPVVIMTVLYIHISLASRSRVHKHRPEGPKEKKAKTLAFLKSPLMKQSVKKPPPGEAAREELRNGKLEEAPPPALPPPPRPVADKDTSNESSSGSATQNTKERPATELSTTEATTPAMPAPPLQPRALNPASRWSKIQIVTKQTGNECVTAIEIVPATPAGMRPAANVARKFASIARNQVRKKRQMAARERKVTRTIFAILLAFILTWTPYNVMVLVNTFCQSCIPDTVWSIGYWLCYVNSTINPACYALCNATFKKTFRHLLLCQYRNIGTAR
CHRM1 PAM: potentiates human M1 receptor response to acetylcholine. activation, % at 3 µM. CHO-K1 hM1, Fluo-8 calcium fluorescence, ACh EC20; 0% = ACh EC20, 100% = maximal ACh. 360,000 tested, 0.088% active; in the data active = activation above about 19%, passing the limit was not always enough
CHRM1 antagonist: human CHRM1 antagonism | P11229 | CHO-K1 hM1, Fluo-8 calcium fluorescence, ACh EC80 antagonist | inhibition, % at 3 µM | 360,000 tested, 1.3% active | AID 588852;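 active = percent inhibition above its own plate's cutoff, namely the mean of that plate's compound wells plus 3 SD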;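 also: peak over basal fluorescence ratio during 140 s after agonist addition; 0% = ACh EC80 plus DMSO and 100% = DMSO alone without agonist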
CHRM1 agonist: human M1 muscarinic receptor agonism; P11229; CHO-K1 hM1, Fluo-8 calcium fluorescence, agonist mode; 0% DMSO, 100% acetylcholine EC100; activation, % at 3 µM; 360,000 tested, 0.33% active; AID 588814;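 active = activation above the run's mean compound activation plus 3 SD, cut at about 16% in these data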;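 also: peak over basal fluorescence ratio within a 140 s kinetic read after compound addition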
CHO parental Ca: signal in parental CHO cells, OX1R antagonist counter-screen | parental CHO-K1, ATP-induced calcium, Fluo-8 fluorescence | inhibition, % at 5.6 µM | 330,000 tested, 0.63% active | AID 463079;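 active = inhibition above that plate's mean sample inhibition plus 3 SD, cut at about 26% in these data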;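 also: 0% = ATP-challenged DMSO wells and 100% = DMSO wells without ATP; some compounds past the cut are filed as inactive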
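Assay system: parental CHO cells; Read-out basis: percent inhibition of ATP-evoked calcium rise, normalized to controls; Benchmarks: ATP and no-ATP DMSO wells; Compound dosing: single nominal dose of 5.6 µM per compound; Signal: Fluo-8 calcium dye fluorescence; Also added: ATP as calcium-mobilizing challenge; Repeats: singlicate.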
M4 ag: CHRM4 agonism in calcium assay | P08173 | CHO-K1 hM4/Gqi5, Fluo-8 calcium fluorescence; vehicle 0%, full acetylcholine response 100% | activation, % at 3 µM | 360,000 tested, 0.14% active;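 active = activation above the run mean over all test wells plus 3 SD, cut at about 32% in these data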;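 also: peak over basal fluorescence ratio per well then scaled between controls; 0% = DMSO wells and 100% = acetylcholine at EC100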
CHO-K1 Ca antag: nonselective inhibitor or artifact in parental CHO-K1 cells; ATP-induced calcium, Fluo-8 fluorescence; inhibition, % at 3 µM; 360,000 tested, 0.6% active; AID 602250;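 active = inhibition above a per-plate cutoff, the plate's mean sample inhibition plus 3 SD, cut at about 24% in these data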;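 also: 0% = DMSO plus EC80 ATP and 100% = DMSO alone without ATP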
OXTR potentiate: potentiates the human oxytocin receptor response | AID 2445 | P30559 | CHO-OTR cells, Fluo-8 calcium fluorescence, potentiator mode; 0% = oxytocin EC15, 100% = EC100 | 320,000 tested, 0.061% active | activation, % at 3 µM;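 active = activation above that plate's cutoff, the mean activation of tested compounds plus 3 SD, cut at about 6.6% in these data, passing the limit was not always enough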;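 also: 100% uses oxytocin at 75 nM as the full agonist control; some results filed as inactive read as strong as hits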
Target sequence (P30559 whole entry, looked up): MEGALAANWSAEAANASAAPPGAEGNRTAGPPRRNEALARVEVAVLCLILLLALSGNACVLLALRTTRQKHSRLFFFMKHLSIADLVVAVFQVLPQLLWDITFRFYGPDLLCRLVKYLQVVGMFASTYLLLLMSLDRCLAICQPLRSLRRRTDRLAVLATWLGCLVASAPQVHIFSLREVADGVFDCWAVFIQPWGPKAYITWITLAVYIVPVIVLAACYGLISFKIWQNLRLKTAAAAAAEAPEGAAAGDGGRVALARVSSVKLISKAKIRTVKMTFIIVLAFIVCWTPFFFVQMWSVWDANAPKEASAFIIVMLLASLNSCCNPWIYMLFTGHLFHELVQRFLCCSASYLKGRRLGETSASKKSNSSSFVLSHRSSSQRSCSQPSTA
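Dosing: Single dose, 3.0 µM nominal final compound concentration | Material: Human OTR in CHO cells | Technique: Kinetic Fluo-8 calcium fluorescence | Benchmarks: EC15 oxytocin alone as 0%, 75 nM oxytocin as 100% | Probe or stimulus: Oxytocin at about EC15, sub-maximal agonist stimulus | Incubation: Compound 6 min at room temperature before oxytocin, 100 s read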
Numbers without * were called inactive; . = no result given.

[1] CN(Cc1ccccc1)Cc1ccccc1F
[2] C=CCN(CC=C)C(=S)Nc1ccccc1
[3] O=C(N/N=C/c1ccccc1O)c1ccncc1
[4] COc1ccc(NC(=O)C2CCN(C(=O)NCc3ccccc3)CC2)cc1
[5] Cc1sc2nc(CSCC(=O)NC(C)(C)C)[nH]c(=O)c2c1C
[6] Cn1nc(-c2ccc(OCC(=O)Nc3cccnc3)cc2)c2ccccc2c1=O
[7] CC(C)CC(=O)NC(NC(=S)Nc1cccc2cccnc12)C(Cl)(Cl)Cl (stereo unspecified)
[8] OCCC1CN(Cc2ccc3nsnc3c2)CCN1CCc1ccccc1 (stereo unspecified)
Compound	1	2	3	4	5	6	7	8
M4 antag	15	7	-3	0	2	-6	14	-3
CHRM1 antagonist	5	11	-34	-3	-2	5	-1	-2
CHO-K1 Ca antag	6	3	5	-6	8	0	0	-12
CHO parental Ca	-5	0	-4	1	-8	1	-12	-17
CHRM1 agonist	-5	-6	0	-5	-6	-1	3	-10
OXTR potentiate	1	-5	-7	3	-5	-11	-14	0
M1 ag parental	-0.1	0.3	0.2	0.4	0.1	4.1	3.1	0.3
M4 ag	0	0	0	1	0	9	5	3
CHRM1 PAM	-1	-4	5	15	8	-3	3	1

Full records from above. Order of screens: M4 antag, CHRM1 antagonist, CHO-K1 Ca antag, CHO parental Ca, CHRM1 agonist, OXTR potentiate, M1 ag parental, M4 ag, CHRM1 PAM
CC(C)CC(=O)NC(NC(=S)Nc1cccc2cccnc12)C(Cl)(Cl)Cl (stereo unspecified) as listed: 14, -1, 0, -12, 3, -14, 3.1, 5, 3
Cn1nc(-c2ccc(OCC(=O)Nc3cccnc3)cc2)c2ccccc2c1=O as listed: -6, 5, 0, 1, -1, -11, 4.1, 9, -3
O=C(N/N=C/c1ccccc1O)c1ccncc1 as listed: -3, -34, 5, -4, 0, -7, 0.2, 0, 5
C=CCN(CC=C)C(=S)Nc1ccccc1 as listed: 7, 11, 3, 0, -6, -5, 0.3, 0, -4

Carrying on.
[9] CC1SC(c2cccc(Cl)c2)NC1=O (stereo unspecified)
[10] Cc1ccc(S(=O)(=O)N2CCN(C(=O)COC(=O)CC(C)c3ccccc3)CC2)c(C)c1 (stereo unspecified)
[11] CC1CC(=O)N(c2ccc(Br)cc2)C(=O)C1
[12] COc1nnc(-c2ccc(N3CCOCC3)c(NC(=O)c3ccc(C)cc3)c2)c2ccccc12
[13] COc1ccc(CCNC(=O)CSc2ccc(-c3ccco3)nn2)cc1
[14] N#C/C(C(=O)c1ccccc1)=C1/CCCN1
[15] O=S(=O)(c1cccc(Cl)c1Cl)N1CCN(C(=S)NCCCN2CCOCC2)CC1
[16] O=C(C1CCC(CNS(=O)(=O)c2ccc(F)cc2)CC1)N1CCOCC1 (stereo unspecified)
Compound	9	10	11	12	13	14	15	16
M4 antag	-1	-4	-5	0	2	6	-1	-14
CHRM1 antagonist	-10	3	-13	5	4	-16	24	8
CHO-K1 Ca antag	-11	-19	-9	0	-9	-7	-8	-3
CHO parental Ca	0	.	0	-16	-16	0	-14	-17
CHRM1 agonist	-6	3	0	-4	-5	-5	-8	0
OXTR potentiate	-5	.	-2	-12	-13	-1	-14	-8
M1 ag parental	0.3	4.8	1.0	-0.6	-0.1	0.7	4.6	-0.1
M4 ag	-1	8	1	0	1	0	6	2
CHRM1 PAM	11	-3	23	-7	-3	11	-18	2

[17] CC[N+](CC)(CC)CC(=O)Nc1ccc(SC(F)F)cc1
[18] Cc1nn(-c2ccccc2)nc1C(=O)NN
[19] COCCNC(=O)C(c1ccco1)N(Cc1ccc(OC)cc1)C(=O)Cn1nnc2ccccc21 (stereo unspecified)
[20] CSc1cccc(CN2CCCC(CO)(Cc3cccc(Cl)c3)C2)c1 (stereo unspecified)
[21] N#Cc1cc(-c2ccccc2)nnc1Sc1ccc(F)cc1
[22] O=C(c1cc2cc3ccc(Cl)cc3nc2o1)N1CCCCCC1
[23] CN(c1ccccc1)C1CCCCC1NS(=O)(=O)c1ccc(Cl)cc1 (stereo unspecified)
[24] CC(C)CC#Cc1ccc2c(c1)O[C@H](CN(C)C(=O)Cc1ccncc1)[C@H](C)CN([C@H](C)CO)S2(=O)=O
Compound	17	18	19	20	21	22	23	24
M4 antag	-3	4	-1	2	0	1	1	-9
CHRM1 antagonist	1	-6	-22	-6	-5	-6	0	-13
CHO-K1 Ca antag	-7	-11	17	-2	-13	-14	-5	-3
CHO parental Ca	-16	-7	-11	-16	-9	-4	-14	.
CHRM1 agonist	-8	-7	7	-9	-3	-2	-12	-7
OXTR potentiate	-1	-4	-15	-8	-18	-21	-17	.
M1 ag parental	0.0	1.3	-0.1	0.5	0.3	1.0	2.6	0.6
M4 ag	1	1	3	0	1	3	-1	0
CHRM1 PAM	-3	3	12	10	0	3	-5	2

[25] COc1cc2c(C(=O)N3CCN(C)CC3)c(C)n(-c3ccccc3)c2cc1Br
[26] CCCOC(=O)CSc1nc(N2CCOCC2)c2c(c1C#N)CC(C)(C)OC2
[27] CCNc1nc(=S)nc(NC(C)C)[nH]1
[28] Cc1ccnc(NC(=O)COc2ccc(Cl)cc2)n1
[29] CN(C)CCNC(=O)C(=O)NCC1OCCN1S(=O)(=O)c1cc(F)ccc1F (stereo unspecified)
[30] CCOC(=O)N1CCC(NC(=O)Cn2ncc3c2-c2cc(C)ccc2OC3)CC1
[31] CC(C)OC(=O)CCC(=O)Nc1nc2ccccc2s1
[32] Cc1ccc(C(=O)CCC(=O)Nc2ccc(C)cn2)cc1
Compound	25	26	27	28	29	30	31	32
M4 antag	-5	0	-2	2	17	-6	-3	-5
CHRM1 antagonist	2	-6	-2	-3	-4	-11	-23	-10
CHO-K1 Ca antag	3	-9	-1	-2	7	10	-9	-9
CHO parental Ca	-25	-22	-7	-13	-13	-8	-2	-1
CHRM1 agonist	-6	-6	-5	-2	-2	1	2	-1
OXTR potentiate	-17	4	-7	2	-3	-4	2	-7
M1 ag parental	0.2	2.1	0.3	1.1	2.0	0.8	0.4	0.3
M4 ag	2	8	0	1	0	3	2	1
CHRM1 PAM	0	7	0	1	5	4	5	14

Only OXTR potentiate, CHRM1 PAM and CHO-K1 Ca antag, for some of the entries so far:
cpd	SMILES	OXTR potentiate	CHRM1 PAM	CHO-K1 Ca antag
20	CSc1cccc(CN2CCCC(CO)(Cc3cccc(Cl)c3)C2)c1 (stereo unspecified)	-8	10	-2
14	N#C/C(C(=O)c1ccccc1)=C1/CCCN1	-1	11	-7
17	CC[N+](CC)(CC)CC(=O)Nc1ccc(SC(F)F)cc1	-1	-3	-7

(listing goes on)
[33] COc1ccc(Cc2nnc(NC(=O)c3cccs3)s2)cc1OC
[34] Nc1nc2c(Cl)ccc(Cl)c2s1
[35] CCOC(=O)c1ccc(S(=O)(=O)NC2CCC(C)CC2)cc1 (stereo unspecified)
[36] Cc1nn(-c2ccc3ccccc3c2)c(=O)c2ccccc12
[37] Cc1ccc(COC(=O)c2cc([N+](=O)[O-])ccc2N2CCOCC2)cc1
[38] Cc1ccc(NC(=O)NCC(c2cccnc2)N2CCOCC2)cc1 (stereo unspecified)
[39] Clc1cccc(Cl)c1CSc1cc2c(nn1)-c1ccccc1CC2
[40] CC(C)CNC(=O)NC(=O)COc1ccc(C=O)cc1
Compound	33	34	35	36	37	38	39	40
M4 antag	3	1	4	-3	7	-2	-2	1
CHRM1 antagonist	-3	-9	10	-10	5	10	-6	-27
CHO-K1 Ca antag	-10	-11	-7	4	-5	16	-12	-10
CHO parental Ca	-7	30	-14	-16	-25	-4	16	4
CHRM1 agonist	-3	-7	-2	-5	-2	-1	-5	-5
OXTR potentiate	-5	-10	-11	-5	-7	-3	-5	-6
M1 ag parental	0.8	1.1	7.6	1.1	1.7	-0.1	0.2	0.6
M4 ag	1	1	9	1	2	0	0	1
CHRM1 PAM	3	9	-8	12	-1	-5	8	12

[41] Cc1ccc(C(O)c2ncc(-c3ccc(Cl)cc3)[nH]2)cc1 (stereo unspecified)
[42] O=C1NC[C@H](CCCCN2C[C@H](Cc3ccc(O)cc3)N(Cc3ccccc3)C(=O)C2=O)N(CCc2ccccc2)C1=O
[43] COc1ccc(CCNC(=O)CSc2nc3ccsc3c(=O)n2CC2CCC(C(=O)O)CC2)cc1OC (stereo unspecified)
[44] NC(=O)c1ccc(OCC(F)(F)F)nc1
[45] COc1ccc(-c2nc(NC(=O)CSCCO)sc2C)cc1
[46] O=C(Nc1ccccc1)Nc1snnc1C(=O)Nc1cccc(O)c1
[47] Cc1noc(C)c1S(=O)(=O)N(CC(=O)Nc1ccc2c(c1)OCO2)c1ccc(C(C)C)cc1
[48] CC1=CC(C)(C)N(C(=O)CSc2nnc(N)s2)c2c(C)cc(C)cc21
Compound	41	42	43	44	45	46	47	48
M4 antag	-5	9	5	-3	-8	-4	-3	1
CHRM1 antagonist	-7	.	-18	-4	-9	8	-11	2
CHO-K1 Ca antag	-3	-6	-16	-3	-7	10	-8	6
CHO parental Ca	.	.	-11	-8	12	.	-7	.
CHRM1 agonist	-1	.	0	-3	-5	-12	4	-4
OXTR potentiate	.	.	4	-5	0	.	-7	.
M1 ag parental	1.3	-0.4	0.8	0.5	0.5	1.1	0.0	0.1
M4 ag	1	-1	-1	0	2	5	0	-1
CHRM1 PAM	1	.	21	17	9	-11	17	-2

[49] COCCN(C(=S)Nc1cccc(OC)c1)C(C)c1cccs1 (stereo unspecified)
[50] Cc1cc(C)c(C)c(S(=O)(=O)NCc2cccnc2)c1C
[51] Cc1c(N=Cc2nc3ccccc3n2C)c(=O)n(-c2ccccc2)n1C
[52] CN1C(=O)NC(c2cccc(O)c2)C(C(=O)c2cccs2)C1(O)C(F)(F)F (stereo unspecified)
[53] COc1ccccc1Nc1nnc(SCC(=O)c2c(N)n(C3CC3)c(=O)[nH]c2=O)s1
[54] O=c1[nH]nc(N/N=C/c2ccc(Cl)cc2Cl)c(=O)[nH]1
[55] COC(=O)c1cc(Cl)c(NC(=O)c2ccc(C(C)(C)C)cc2)cc1OC
Compound	49	50	51	52	53	54	55
M4 antag	8	-2	11	-4	-13	14	9
CHRM1 antagonist	-2	-4	-3	-26	-3	-21	15
CHO-K1 Ca antag	3	-33	1	-7	-13	-18	-33
CHO parental Ca	-7	-3	-4	-11	-20	-11	-34
CHRM1 agonist	-3	0	-6	-1	-1	-4	-3
OXTR potentiate	0	-2	1	-6	-7	1	-6
M1 ag parental	-0.3	3.6	0.5	0.1	1.2	-0.4	-0.2
M4 ag	2	1	3	0	7	-1	1
CHRM1 PAM	1	6	7	5	0	11	-10

Arranged by the number under CHRM1 agonist (low to high): 3 from the list above
| No. | mol | CHRM1 agonist |
| --- | --- | --- |
| 1 | CN(Cc1ccccc1)Cc1ccccc1F | -5 |
| 33 | COc1ccc(Cc2nnc(NC(=O)c3cccs3)s2)cc1OC | -3 |
| 29 | CN(C)CCNC(=O)C(=O)NCC1OCCN1S(=O)(=O)c1cc(F)ccc1F (stereo unspecified) | -2 |

Compounds as they come. About 2.9% of those tested had a hit in this group.
